From PubChem BioAssay
Tau FP inhib – qHTS for Inhibitors of Tau Fibril Formation, Fluorescence Polarization. Potency, µM (top dose mostly 57.7 µM), for inactives: at the highest dose activity, negative = inhibition, actives largely listed as inhibitors. AID 1468, 2008. K18 P301L tau heparin fibrillization, Alexa594 FP, 6 h. 280,000 tested, 0.39% active; also: % is scaled to controls: 0 for no effect and ±100 for the full control effect; nearly all actives have a fitted effect of over 55% in size
Target sequence (P10636 561-689 P618L limits assumed): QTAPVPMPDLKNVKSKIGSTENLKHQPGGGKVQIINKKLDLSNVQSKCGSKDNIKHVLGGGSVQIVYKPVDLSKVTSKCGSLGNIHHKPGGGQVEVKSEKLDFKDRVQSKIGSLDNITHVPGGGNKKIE
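FP of Alexa 594-tau after heparin (20 uM) induction. Substrate: human K18 P301L, 15 uM unlabeled, 0.24 uM labeled. Buffer 100 mM sodium acetate pH 7. 6 hr, 37 C.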
Tau fluor cs – Counterscreen qHTS for Inhibitors of Tau Fibril Formation, Fluorescence Polarization; 280,000 tested, 0.93% active; AID 1463, 2008; tau K18 P301L Alexa594 fluorescence, heparin fibrillization; Potency, µM (titrated, usually from 57.7 µM), without a hit: at the top dose activity change, negative = decrease; also: % is scaled to controls: 0 for no effect and ±100 for the full control effect; nearly all actives have a fitted effect of over 55% in size
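Human K18 P301L tau (15 uM unlabeled plus 0.24 uM Alexa 594-labeled, final) in 100 mM sodium acetate pH 7 was mixed with compound and 20 uM heparin and incubated 6 hr at 37 C.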
SMN2 splice enh – qHTS Assay for Enhancers of SMN2 Splice Variant Expression. AID 1458, 2008. Potency, µM (highest dose often 46.1 µM), for inactives: at the highest dose activity change, positive = activation, actives largely listed as activators. HEK293 SMN2-luciferase splicing reporter, luminescence, 30-36 h. 210,000 tested, 2.8% active; also: % of control where 0% means no effect; nearly all actives have a fitted effect of over 55% in size
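HEK293 cells carry an SMN2 minigene-luciferase reporter in which exon 7 inclusion puts luciferase in frame. Cells were seeded at 2000 cells/well, attached for 10-12 hours, then exposed to compounds for 30-36 hours at 37C before ONE-Glo luminescence.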
HTT cytoprotect – qHTS Multiplex Assay to Identify Dual Action Probes in a Cell Model of Huntington: Cytoprotection (ATP). PC12 HTT-Q103 induced, cytoprotection, ATP luminescence, 40 h. Potency, µM (highest dose often 56.4 µM), for the others: cytoprotection (ATP increase), hits mostly activators. 230,000 tested, 0.14% active;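 also: % of control where 0% means no effect; nearly all actives have a fitted effect of over 45% in size; toxic huntingtin expression switched on by the ecdysone agonist tebufenozide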
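PC12 cells with ecdysone-inducible HTT exon 1 Q103-GFP, induced with 100 nM tebufenozide and co-treated with library compounds in a dose series (1536-well, 1500 cells/well). Cytoprotection read as ATP content by ATPlite luminescence.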
HTT aggregate – qHTS Multiplex Assay to Identify Dual Action Probes in a Cell Model of Huntington: Aggregate Formation (GFP). AID 1688, 2009. 220,000 tested, 1.1% active. PC12 HttQ103-GFP aggregates, Acumen cytometry, 40 h. Potency, µM (highest dose often 46.1 µM), without a hit: top-dose activity change, negative = inhibition, most hits filed as inhibitors; also: % is scaled to controls: 0 for no effect and ±100 for the full control effect; nearly all actives have a fitted effect of over 60% in size
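Compounds (qHTS titration) were added to PC12 cells expressing an ecdysone-driven HTT exon 1 Q103–GFP fusion after induction with 100 nM tebufenozide. Aggregate formation was measured as GFP objects in cell lysates.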
JMJD2E inh – qHTS Assay for Inhibitors of Human Jumonji Domain Containing 2E (JMJD2E); Lysine-specific demethylase 4E (Homo sapiens), B2RXH2; JMJD2E catalytic domain, FDH-coupled NADH fluorescence (FDH is formaldehyde dehydrogenase); Potency, µM (titrated, usually from 57.1 µM), inactives show at the top dose activity change, negative = inhibition, usual class: inhibitors; 230,000 tested, 1.6% active; active = well fitted inhibition curve with a large enough effect, not every such curve was filed as active; inconclusive = small, poorly fitted or top-dose-only effect, or another doubt; inactive = no such curve, though single readings can be large or run the other way;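 also: 0% = wells with enzyme and -100% = buffer wells without enzyme; nearly all actives have a fitted effect of over 50% in size; many of its hits are not listed in these tables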
Target sequence (B2RXH2 1-337 limits assumed): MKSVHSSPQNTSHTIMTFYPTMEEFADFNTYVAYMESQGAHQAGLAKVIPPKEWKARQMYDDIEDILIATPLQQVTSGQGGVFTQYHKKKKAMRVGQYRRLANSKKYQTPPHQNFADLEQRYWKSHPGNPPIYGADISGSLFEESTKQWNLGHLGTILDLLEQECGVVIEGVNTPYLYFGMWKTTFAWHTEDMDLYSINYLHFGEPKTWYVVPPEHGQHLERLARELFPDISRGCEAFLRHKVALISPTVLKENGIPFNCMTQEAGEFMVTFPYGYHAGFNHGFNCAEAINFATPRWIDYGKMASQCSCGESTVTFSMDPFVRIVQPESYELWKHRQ
ALDH1A1 inh – qHTS Assay for Inhibitors of Aldehyde Dehydrogenase 1 (ALDH1A1); Aldehyde dehydrogenase 1A1 (Homo sapiens), P00352; Purified ALDH1A1, NADH fluorescence, propionaldehyde substrate; Potency, µM (top dose mostly 75.3 µM), inactives show at the top dose activity, negative = inhibition, most hits filed as inhibitors; 220,000 tested, 7.3% active; AID 1030, 2008; active = well fitted inhibition curve with a large enough effect, not every such curve was filed as active; inconclusive = small, poorly fitted or top-dose-only effect, or another doubt; inactive = no such curve, though single readings can be large or run the other way;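 also: plate controls were no enzyme wells and a reference inhibitor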
Target sequence (P00352 whole entry, looked up): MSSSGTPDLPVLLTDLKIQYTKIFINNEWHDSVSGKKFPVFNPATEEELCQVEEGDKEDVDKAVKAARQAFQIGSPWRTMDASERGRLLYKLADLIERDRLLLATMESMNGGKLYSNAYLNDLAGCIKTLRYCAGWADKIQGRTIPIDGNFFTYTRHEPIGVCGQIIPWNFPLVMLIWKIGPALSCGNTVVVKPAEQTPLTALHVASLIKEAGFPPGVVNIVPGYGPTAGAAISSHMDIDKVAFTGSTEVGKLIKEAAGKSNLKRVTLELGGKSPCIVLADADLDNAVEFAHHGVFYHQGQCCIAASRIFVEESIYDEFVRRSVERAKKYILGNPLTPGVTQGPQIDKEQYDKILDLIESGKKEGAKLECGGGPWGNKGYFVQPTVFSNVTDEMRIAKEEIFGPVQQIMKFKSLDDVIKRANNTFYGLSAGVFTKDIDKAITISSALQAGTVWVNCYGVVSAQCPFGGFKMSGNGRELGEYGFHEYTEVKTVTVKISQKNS
Tau ThT inhib – qHTS for Inhibitors of Tau Fibril Formation, Thioflavin T Binding | AID 1460, 2008 | Potency, µM (series often up to 57.4 µM), inactives show at the top dose activity, negative = inhibition, hits mostly inhibitors | 270,000 tested, 2.1% active | recombinant tau K18 P301L (four-repeat tau fragment), heparin-induced fibrillization, ThT fluorescence; also: % is scaled to controls: 0 for no effect and ±100 for the full control effect; nearly all actives have a fitted effect of over 55% in size
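Aggregation was driven by heparin (20 uM final) acting on recombinant tau […] bearing P301L in 100 mM sodium acetate pH 7; fibrils were detected with Thioflavin T.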
* hit, by the source's call; ? = inconclusive; nt = not tested or not shown; & = joins results of further samples; ! = not confirmed by another sample; [ ] = another dose, or the depositor's remark. Unless noted, calls follow the shape of the dose curve; as a rule, active = well fitted curve in the direction sought with a large enough effect; inconclusive = small, poorly fitted or top-dose-only effect, or another doubt; inactive = no such curve, though single readings can be large; an effect the other way counts as inactive or inconclusive. Potency is read from the fitted curve at half-maximal effect. Not all compounds are listed (hit frequency here may not be typical).

Results follow in this order: Tau FP inhib	Tau ThT inhib	SMN2 splice enh	ALDH1A1 inh	JMJD2E inh	HTT aggregate	HTT cytoprotect	Tau fluor cs
COc1ccc(OCC(=O)Nc2ccccc2C(=O)N2CCOCC2)cc1
→ -9%	-17%	-37%	7%	-28%	-6%	-53%	-20%
Cc1ccc(-c2nnn(CC(=O)N3c4ccccc4CCc4ccccc43)n2)cc1
→ -1%	-17%	-32%[inhibitor]	11%	5%	-10%	16%[10 µM]	-19%
Cc1noc(C(=O)Nc2ccccc2C(F)(F)F)c1Cl
→ 3%	-6%	-6%	2%	6%	5%	-4%	0%
CC(=O)Nc1ccc(NC(=O)COc2ccc(S(=O)(=O)NC(C)c3ccccc3)cc2)cc1 (stereo unspecified)
→ -8%	9%	-10%	7%	-2%	21%	?	2%
CN1C(=O)c2ccccc2Sc2ccc(NC(=O)N3CCOCC3)cc21
→ -6%	-3%	12%	?	-1%	23%	0%	-7%
Clc1cccc(Cl)c1Cn1ccc(C2CC2)n1
→ -13%	-7%	?	?	1%	11%	-3%[10 µM]	-11%
Cc1cc(=O)oc2c1c(C)nn2-c1ccc(Cl)cc1
→ -7%	-5%	-8%	12%	-16%	4%[9.22 µM]	5%[10 µM]	-5%
Cn1c(C(=O)N2CCN(C(=O)c3ccco3)CC2)cc2c(=O)n(C)c3ccccc3c21
→ -2%	-9%	15%	20µM*	-5%	9%	-20%	-4%
COC(=O)c1ccccc1NC(=O)c1cc2nc(-c3ccc(OC)cc3)cc(C(F)(F)F)n2n1
→ -6%	-8%	5%	nt	nt	nt	nt	0%
CC(SC1=NCCS1)C(=O)Nc1nnc(-c2ccc(Br)cc2)s1 (stereo unspecified)
→ -6%	?	12%	6%	-10%	-21%	-4%[10 µM]	-18%
CN(C)c1nc(Cl)nc(N(C#N)CCOc2ccccc2)n1
→ -10%	-7%	-3%	14µM*	12%	-19%	?	-7%
CCCCC1=CC2=C(c3ccco3)C(=O)C(C)(OC(=O)c3ccc(OC)cc3)C(=O)C2=CN1CC1CC1 (stereo unspecified)
→ 4%[11.6 µM]	16µM*!	7%[9.22 µM]	2%[13.5 µM]	?	-16%[9.22 µM]	-12%&-10%[10 µM]	?
Cc1ccc(CSc2nnc(C)c(=O)[nH]2)cc1
→ 5%	1%	-6%	11%	-6%	-5%	-75%[inhibitor]	-1%
Nc1ncnc2nc(SCCN3CCCCC3)[nH]c12
→ -4%	-4%	-4%	-2%	-5%	?	16%[0.074 µM]	6%
CCN(CCCn1c(SCC#N)nc2ccccc2c1=O)c1ccccc1
→ 11%	-11%	-12%	?	-6%	-18%	-16%	?
Cc1ccc2c(c1C)NC(C(=O)O)C1CC=CC21 (stereo unspecified)
→ ?	11µM*	-4%	13µM*	20µM*	-9%	1%[10 µM]	?
COc1ccc(C(C)=O)cc1CSc1nc2nc(C)cc(C)n2n1
→ 7%	3%	-17%	20µM*	-5%	-5%	-26%	6%
CCOc1ccc(NC(=O)Nc2cc(-c3ccccc3)sc2C(=O)OC)cc1
→ 10%	?	-12%	-5%	-2%	-5%	4%[10 µM]	?
COc1ccc(-c2nc(C#N)c(NCCCN3CCOCC3)o2)cc1
→ 0%	-13%	-21%	?	5µM*	4%	-13%	-16%
CCOC(=O)C1CCCN(C(=O)CC(c2ccccc2)c2ccccc2)C1 (stereo unspecified)
→ -2%	-5%	-32%[inhibitor]	-9%	6%	-19%	7%[10 µM]	-1%

Copied from the entries so far for reference:
Results follow in this order: Tau FP inhib	Tau ThT inhib	SMN2 splice enh	ALDH1A1 inh	JMJD2E inh	HTT aggregate	HTT cytoprotect	Tau fluor cs
CN(C)c1nc(Cl)nc(N(C#N)CCOc2ccccc2)n1
→ -10%	-7%	-3%	14µM*	12%	-19%	?	-7%
CCCCC1=CC2=C(c3ccco3)C(=O)C(C)(OC(=O)c3ccc(OC)cc3)C(=O)C2=CN1CC1CC1 (stereo unspecified)
→ 4%[11.6 µM]	16µM*!	7%[9.22 µM]	2%[13.5 µM]	?	-16%[9.22 µM]	-12%&-10%[10 µM]	?

Further records follow.
Results follow in this order: Tau FP inhib	Tau ThT inhib	SMN2 splice enh	ALDH1A1 inh	JMJD2E inh	HTT aggregate	HTT cytoprotect	Tau fluor cs
CCOc1ccc(C(=O)Nc2cc(S(=O)(=O)Nc3ccccc3Cl)ccc2N2CCOCC2)cc1
→ -6%	-2%	5%	?	?	7%	19%[0.074 µM]	-22%
CCOc1cc(C(=S)N2CCCCC2)ccc1OCC(=O)NCc1ccccc1
→ 1%	-5%	-26%	?	2%	9%	-5%	-11%
Cc1cc(/C=N/NC(=O)c2ccncc2)c(C)n1-c1ccccc1
→ -1%	-16%	?	?	-16%	5%	3%[10 µM]	-11%
C/C(=N/NC(=O)Cc1cccn1C)c1ccccc1
→ 5%	-18%	-25%	18µM*	0%	18%	1%	-10%
COc1ccccc1CNCC(=O)N1CC(=O)Nc2ccccc21
→ -2%	-5%	23%	-12%	?	4%	-15%	-5%
C#CCn1c(=NC(=O)CN2C(=O)CCC2=O)sc2cccc(OC)c21
→ 1%	-8%	nt	nt	?	-12%[9.22 µM]	4%[10 µM]	-6%
CN(C)c1cccc(C(=O)N/N=C/c2ccsc2)c1
→ 2%	?	11µM*	1%	-5%	25%	nt	-19%
CC1(C)CC(c2nc(-c3ccc(Br)cc3)cs2)CCS1 (stereo unspecified)
→ 6%	-3%	-43%[inhibitor]	?	-27%	-30%	-19%[1.9 µM]	-7%
Cc1onc(-c2c(Cl)cccc2Cl)c1/C(N)=N/OC(=O)C(C)(C)C
→ -4%	-3%	nt	8%	-1%	-12%[9.22 µM]	15%[10 µM]	-13%
Cc1cc(=O)[nH]c(SCC(=O)N2CCCCCC2)n1
→ -6%	-13%	?	?	0%	21%	-9%	-5%

Compound profiles, as listed above:
Shown for Cc1cc(/C=N/NC(=O)c2ccncc2)c(C)n1-c1ccccc1 = Tau FP inhib: -1%; Tau ThT inhib: -16%; SMN2 splice enh: ?; ALDH1A1 inh: ?; JMJD2E inh: -16%; HTT aggregate: 5%; HTT cytoprotect: 3%[10 µM]; Tau fluor cs: -11%
Shown for CCOc1cc(C(=S)N2CCCCC2)ccc1OCC(=O)NCc1ccccc1 = Tau FP inhib: 1%; Tau ThT inhib: -5%; SMN2 splice enh: -26%; ALDH1A1 inh: ?; JMJD2E inh: 2%; HTT aggregate: 9%; HTT cytoprotect: -5%; Tau fluor cs: -11%
Shown for C/C(=N/NC(=O)Cc1cccn1C)c1ccccc1 = Tau FP inhib: 5%; Tau ThT inhib: -18%; SMN2 splice enh: -25%; ALDH1A1 inh: 18µM*; JMJD2E inh: 0%; HTT aggregate: 18%; HTT cytoprotect: 1%; Tau fluor cs: -10%

Later entries
Results follow in this order: Tau FP inhib	Tau ThT inhib	SMN2 splice enh	ALDH1A1 inh	JMJD2E inh	HTT aggregate	HTT cytoprotect	Tau fluor cs
CCOc1ccc(C(=O)/C=C/c2ccc(OC)c(OC)c2)cc1
→ 0%	?	-21%	-6%	?	-5%[9.22 µM]	-36%[inhibitor][1.9 µM]	-16%
C=C(C)Cn1c(C2CC(=O)N(c3ccccc3F)C2)nc2ccccc21 (stereo unspecified)
→ -2%	1%	-9%	-8%	1%	0%	-12%	-6%
CCOC(=O)c1cnn(CCOC(=O)c2cccs2)c1NC(=O)c1cccs1
→ -4%	?	nt	-6%	?	-32%	-55%[inhibitor]	-7%
CCCCNc1nc(C)nc2c1nc(-c1ccccc1)n2CCCN(C)C
→ -4%	3%	-16%	?	?	nt	-2%	-5%
O=C(COC(=O)c1cc(-c2ccccc2)nc2ccccc12)Nc1ccc2c(c1)OCO2
→ ?	-4%	10%	10%	62%[activator]	4%	8%[1.9 µM]	?
CC(C)C(=O)N1N=C(c2ccc(NS(C)(=O)=O)cc2)CC1c1cccs1 (stereo unspecified)
→ -8%	1%	9%	?	?	9%	15%[10 µM]	-11%
COc1ccc(CNCC(=O)Nc2ccccc2-n2cccc2)cc1
→ 1%	-1%	-16%	28µM*	?	6%	-21%[10 µM]	6%
CC(C)[C@H](NC(=O)c1ccccc1)C(=O)OCC(=O)N1CC(=O)Nc2ccccc21
→ 3%	-3%	8%	4%	-1%	2%	8%[1.9 µM]	-2%
CC(C)(C)c1ccc(-c2nc(C#N)c(NCCCn3ccnc3)o2)cc1
→ 10%	?	nt	nt	?	11%[9.22 µM]	-28%[10 µM]	?
CC(=O)Nc1c(-c2ccccc2)nc2ncccn12
→ -1%	-5%	14%	?	?	-5%	-24%	-10%
O=C1C[C@@H](O)[C@@H](O)[C@H]2[C@@H]3C(=O)N(C[C@@H]4CCCO4)C(=O)[C@@H]3CC[C@H]12
→ -4%&-6%[11.6 µM]	-4%&-10%[11.5 µM]	nt	-1%&-8%[13.5 µM]	nt	nt	-38%&-44%[inhibitor][10 µM]	-3%&-9%[11.6 µM]
O=C(Nc1ccccc1)c1ccc2c(c1)OCCO2
→ 1%	-13%	18µM*	4%	-4%	-4%	-63%[inhibitor]	-6%
CN(c1ccccc1)c1nc(-n2ccnc2)nc(-n2ccnc2)n1
→ -3%	-2%	-5%	2%	-5%	4%	-17%	6%
Cc1ccc(C)c(NC(=O)Cn2c(-c3nonc3N)nc3ccccc32)c1
→ -17%	2%	-6%	nt	nt	nt	nt	-5%
COc1ccc(CCN2C(=O)N(c3ccc(F)cc3)C(=O)C2CC(=O)Nc2ccc(OC)cc2)cc1 (stereo unspecified)
→ -8%	0%	5%	nt	nt	nt	nt	?
O=C(c1cc2ccccc2oc1=O)N1CCN(CCc2ccccc2)CC1
→ 2%	-1%	29%	4%	1%	-12%	14%	-1%
